KLF5 inh: inhibitors of KLF5 expression; inhibition, % at 5 µM; DLD-1 KLF5 promoter-luciferase reporter, luminescence; 290,000 tested, 0.23% active;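 active means inhibition above a per-plate limit of that plate's mean compound inhibition plus 3 SD, cut at about 60% in these data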;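 further: 0% = DMSO wells and 100% = LY294002 at 200 µM; higher means less KLF5 promoter-driven luciferase light; inactives centre near -14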
aSyn 5UTR inh: MLPCN primary screen, SNCA 5' untranslated region; 300,000 tested, 0.82% active; alpha-synuclein 5'UTR reporter, inhibitor activity; AID 1813; inhibition, % (tested at 7.5 µM); in the data active means inhibition above about 60%;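 further: H4 neuroglioblastoma cells stably carrying SNCA 5'UTR luciferase fusion; 0% = DMSO wells and 100% = positive control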
HSF-1 act: increases HSF-1 driven luciferase reporter signal; NIH3T3-HGL HSF-1 luciferase reporter, MG132, 8 h; 100% = twice DMSO control signal; activation, % at 9 µM; 300,000 tested, 1.7% active; AID 504408;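 active means mean replicate activation of at least 50% with a set share of replicates each reaching 50%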;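 further: 0% = median of the neutral control wells and 100% = twice that signal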
HSP90 refold inh: blocks HSP90-mediated luciferase refolding in reticulocyte lysate; Rabbit reticulocyte lysate, luciferase refolding luminescence, 3 h; inhibition, % at 5.6 µM; 290,000 tested, 0.91% active; AID 1789;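 active means inhibition above the screen-wide mean plus 3 SD, computed separately per campaign, cut at about 16% in these data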;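 further: 0% = DMSO wells and 100% = 60 µM geldanamycin wells; inhibitors lower the luminescence because luciferase stays unfolded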
Platelet DG rel: platelet dense granule release activity. human platelet-rich plasma, SFLLRN dense granule ATP release, luminescence. inhibition, %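 (compounds screened at 7.5 µM in platelet-rich plasma)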. 300,000 tested, 0.22% active. AID 1663;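 active means mean replicate score, as percent of positive control, at or above 50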
HIF act: HIF pathway transcriptional activation; U2OS HRE-luciferase reporter, luminescence; normalized: DMSO 0%, desferrioxamine 100%; activation, % at 7.5 µM (by protocol); 300,000 tested, 0.32% active; AID 1910;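 active means mean activation of at least 10% of the iron chelator positive control signal, with at least half of replicates also reaching 10%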
AI-2 QS mod: modulates the Vibrio harveyi AI-2 quorum sensing system | 300,000 tested, 0.4% active | activity change, % at 7.5 µM | Vibrio harveyi JMH597 AI-2 luminescence/OD600 ratio, 9 h; hits give low values; strain lacks LuxN and CqsS sensors; 0 = neutral-control median; in the data active means activity change below about -75%, passing the limit was not always enough;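 further: luminescence divided by OD600 gain over 9 h not by final OD600 alone; inactives centre near 13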
HSF1 inh: HSF1 inhibition; NIH3T3-HGL HSE-luciferase, MG132-induced, luminescence 8 h; hits give low values; activity change, negative = inhibition, % at 7.5 µM (by protocol); 300,000 tested, 0.77% active;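 active means more than half of replicate wells show activity change below -50%, luminescence cut by over half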;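 further: luciferase reports HSF-1 transcriptional activity via heat shock element; 0% = median of DMSO wells and -100% = zero luminescence signal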
SKKanGAS inh: inhibitors of SKKanGAS S. pyogenes growth in kanamycin (SK-promoter or general growth effect); inhibition, % at 7.5 µM; 300,000 tested, 1.3% active; BacTiter-Glo, 6 h;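 active means mean replicate score, as percent of positive control median, at least 50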;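 further: strain carries kanamycin resistance gene driven by streptokinase promoter and grows in 40 µg/ml kanamycin; loss of luminescence reflects streptokinase promoter inhibition or plain growth inhibition; 0% = median of DMSO wells and 100% = positive control at its reference dose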
IEC-6 cytotox: kills IEC-6 intestinal cells in KLF5 counter-screen; IEC-6 cytotoxicity, luminescence viability; inhibition, % at 5 µM; 290,000 tested, 0.78% active; AID 1825; in the data active means inhibition above about 22%;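 further: 0% = plate median of test compound wells and 100% = cytotoxic reference compound wells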
An asterisk follows results filed as active; . = no result given.

Under each structure: AI-2 QS mod	KLF5 inh	HIF act	HSF1 inh	HSP90 refold inh	Platelet DG rel	SKKanGAS inh	IEC-6 cytotox	HSF-1 act	aSyn 5UTR inh
CCOCCCNS(=O)(=O)c1ccc(NC(=O)c2ccccc2)cc1
 : 26	-2	-0.2	-3	0	0	1	0	3	-6
C/C(CCC1CC(C)(C)OC1=O)=N\NC(N)=S (stereo not given)
 : -3	1	0.0	2	7	-15	1	2	-2	0
Cc1ccccc1N(CC(=O)NCCSC1CCCCC1)S(=O)(=O)c1ccccc1
 : 13	-9	0.0	5	-2	-4	7	-8	4	14
CCOC(=O)n1c(=O)n(Cc2cccc(F)c2)c2ccccc21
 : -12	-15	-0.2	8	-3	1	-1	-4	-8	13
O=[N+]([O-])c1ccc(NC(=S)NCCc2ccccc2)cc1
 : -16	-20	0.3	5	0	0	5	-4	21	-22
C/C(=N\NC(=S)NC(C)C)c1cccc([N+](=O)[O-])c1
 : 4	-11	2.1	1	3	-2	-2	4	17	5
CCOC(=O)N1CCN(CC(O)c2ccccc2)CC1 (stereo not given)
 : 21	-29	-0.2	-8	3	0	-12	-4	-11	12
N#CC1=C(N)C2=CCCC[C@H]2[C@H](c2cccc(F)c2)C1(C#N)C#N
 : 34	-6	-0.2	-6	-3	-13	1	-4	18	7
CC(=O)Nc1cccc(NC(=S)Nc2cccc(Cl)c2Cl)c1
 : 9	-18	1.5	-13	3	1	2	6	-1	-14
Clc1ccc(-c2nc3ccccc3nc2-c2ccccc2)cc1
 : 29	-31	0.6	-7	-2	0	-6	-1	6	26
CC1(C)CC2CC(C)(CN2C(=O)CN2C(=O)c3ccccc3C2=O)C1 (stereo not given)
 : 18	-19	-1.0	-5	-4	1	6	0	25	-3
Cc1nc2nc(SCC(=O)c3cccc([N+](=O)[O-])c3)[nH]c2cc1Br
 : 18	-4	1.2	42	2	1	6	5	43	-44
CCc1ccccc1N(C(=O)c1snc(C(N)=O)c1N)C(C(=O)NCC1CCCO1)c1ccc(N(C)C)cc1 (stereo not given)
 : 9	7	2.3	-2	11	5	3	9	16	14
O=C(CSCc1c(Cl)cccc1Cl)NCc1cccnc1
 : 31	-2	-0.4	-4	-2	-11	-6	-4	-4	0
COc1ccc2c(CC(=O)O)cc(=O)oc2c1
 : 11	-5	0.2	-4	-4	-3	8	-3	-8	-6
CC1(C)c2[nH]c3ccccc3c2C[C@@H]2C(=O)N(c3cc(F)ccc3F)C(=O)N21
 : 11	.	-0.6	1	.	4	15	.	1	27
COc1ccc(NC(=S)N2CCN(S(=O)(=O)c3ccccc3)CC2)cc1
 : 1	-40	.	.	-2	.	.	-1	.	.
Cc1cc(C)n(-c2nc3ccccc3c(=O)n2OCC(N)=O)n1
 : 26	-4	0.3	-4	6	3	10	12	-4	-63
CCOC(=O)C1CCc2sc(N)c(C#N)c21 (stereo not given)
 : 35	6	-0.5	-17	-1	-18	4	-10	-34	2
COc1ccc(C(=O)n2nc(-c3ccco3)nc2N)cc1OC
 : 21	-14	-0.8	-2	1	-3	7	2	13	0
CS(=O)(=O)N(CC(=O)NCCSCc1ccccc1)c1ccccc1
 : 28	-20	-0.2	5	-1	6	-7	1	-5	20
O=C(CN1CCN(c2ccc(O)cc2)CC1)Nc1cc(S(=O)(=O)N2CCOCC2)ccc1Cl
 : 35	-9	0.2	-10	4	0	5	-16	-11	-23
CCCn1c(=N)c(C(=O)NCC2CCCO2)cc2c(=O)n3cccc(C)c3nc21 (stereo not given)
 : -1	22	1.1	2	-4	7	-3	9	16	-28
Cn1ncc(Cl)c1C(=O)Nc1sc2c(c1C(N)=O)CCC2
 : 6	-6	-0.2	-5	3	-4	-1	-3	-1	-1
CC(=O)c1ccc(NC(=O)CCc2nnc3ccc(N4CCCC4)nn23)cc1
 : 31	-60	3.1	18	3	12	0	1	10	-95
Cc1ccc(C(=O)Nc2ccc3c(c2)CCC3)cc1S(=O)(=O)N1CCOCC1
 : 17	-94	1.4	15	4	0	2	11	22	-108
CC(C)CCn1cnc2c(c1=O)c1nc3ccccc3nc1n2Cc1ccc2c(c1)OCO2
 : 24	-32	.	-1	-1	3	11	-1	6	44
COc1ccc(CCNS(=O)(=O)CCNC(=O)c2ccc(OC)cc2)cc1
 : 32	.	-0.2	1	.	11	-8	.	5	-16
COc1cc(C(=O)NC2=C(C#N)CCC2)cc(OC)c1OC
 : 33	-18	-0.4	-6	3	3	-7	5	6	-27
Nc1cc(=O)[nH]c(SCC(=O)Nc2cc(Cl)ccc2Cl)n1
 : 10	-10	0.2	13	-2	-1	-3	4	33	-1
Cc1cccc(NS(=O)(=O)c2ccccc2)n1
 : 9	-3	0.1	5	0	-2	-7	4	-3	10
COc1ccc(/C=N/S(=O)(=O)c2ccc(C)cc2)cc1
 : -4	-14	0.2	-3	-1	-7	-2	-4	-4	6
CN(c1ccccc1)S(=O)(=O)c1ccc(NC(=O)c2ccccc2)cc1
 : 39	8	-0.1	2	-4	-8	-7	2	1	-32
CSc1nsc(SC)c1CO
 : 33	-39	.	.	1	.	0	7	.	.
CCn1cc(C(=O)NCc2cccc(C(F)(F)F)c2)c(=O)c2ccc(C)nc21
 : 46	-24	-0.4	0	-4	-3	0	-11	-9	17
Cc1cc(C)c(/C=N/NC(=O)c2nnn(-c3nonc3N)c2COc2ccc(F)cc2)c(C)c1
 : 13	-1	0.1	-6	1	-4	33	-3	5	7
O=C(Nc1cccc(Cl)c1)c1ccc(=O)[nH]n1
 : 21	-31	-13	3	-5	-7	-2	-8	-4	-26
CCN1C(=O)/C(=C2\SC(N3CCCCC3)=NC2=O)c2ccccc21
 : 26	-36	2.2	9	-9	9	-1	3	16	-151
Cc1cc(C)cc(NC(=O)CSc2nncn2-c2ccccn2)c1
 : 11	-14	0.3	3	1	5	0	-4	5	9
COC(=O)c1ccccc1NCc1cc(=O)oc2cc(O)c(O)cc12
 : 10	-2	-0.7	-7	-5	0	20	-3	-8	-5
COC(=O)c1cc(S(=O)(=O)NCC2CCN(Cc3ccc(Cl)cc3)CC2)c[nH]1
 : 46	-6	2.0	1	-3	-2	0	-1	3	-6
CCC(C)N1CC(C(=O)NC2CCCCC2)CC1=O (stereo not given)
 : 2	-15	0.0	-5	0	-13	2	-8	-9	-3
CCOC(=O)C1(CC2CCCCO2)CCN(Cc2nc(-c3cccs3)oc2C)CC1 (stereo not given)
 : 24	-6	0.0	-7	3	5	0	4	-6	29
Cc1ccccc1NC(=O)CCn1c(=O)oc2ccccc21
 : 36	-12	0.1	-7	1	-6	3	1	-21	-9
CCCOc1ccccc1-n1sc2c(c1=S)-c1cc(OC)cc3c1N(C(=O)C3=O)C2(C)C
 : 26	-10	0.3	5	9	-1	-19	4	-3	-7
c1cnc2ccc(C(c3nnnn3C3CCCC3)N3CCN4CCCC4C3)cc2c1 (stereo not given)
 : 11	-31	-0.8	7	-5	4	-18	-6	13	12
CC(=O)Nc1ccc(S(=O)(=O)N/N=C/c2cccnc2)cc1
 : 14	-1	0.1	-7	2	10	3	-6	-5	-25
COc1ccc(C(C)=O)cc1COC(=O)c1c(C)noc1C
 : 3	3	0.2	0	-2	1	-7	2	-9	3
CC(=O)c1ccn(S(=O)(=O)c2ccccc2)c1
 : 12	-10	-0.1	-1	-2	2	24	-2	12	10
O=C1c2ccccc2NC(c2ccc(F)cc2)N1Cc1ccccc1 (stereo not given)
 : 33	-33	-1.9	9	2	-5	9	-2	8	4

Reformatted as a markdown table: entries from further up.
| structure | AI-2 QS mod | KLF5 inh | HIF act | HSF1 inh | HSP90 refold inh | Platelet DG rel | SKKanGAS inh | IEC-6 cytotox | HSF-1 act | aSyn 5UTR inh |
| --- | --- | --- | --- | --- | --- | --- | --- | --- | --- | --- |
| COc1ccc2c(CC(=O)O)cc(=O)oc2c1 | 11 | -5 | 0.2 | -4 | -4 | -3 | 8 | -3 | -8 | -6 |
| CC1(C)c2[nH]c3ccccc3c2C[C@@H]2C(=O)N(c3cc(F)ccc3F)C(=O)N21 | 11 | . | -0.6 | 1 | . | 4 | 15 | . | 1 | 27 |
| COc1ccc(NC(=S)N2CCN(S(=O)(=O)c3ccccc3)CC2)cc1 | 1 | -40 | . | . | -2 | . | . | -1 | . | . |

Arranged by heavy-atom count (ascending): some entries from above.
Under each structure: AI-2 QS mod	KLF5 inh	HIF act	HSF1 inh	HSP90 refold inh	Platelet DG rel	SKKanGAS inh	IEC-6 cytotox	HSF-1 act	aSyn 5UTR inh
CCC(C)N1CC(C(=O)NC2CCCCC2)CC1=O (stereo not given)
 : 2	-15	0.0	-5	0	-13	2	-8	-9	-3
COc1ccc(C(C)=O)cc1COC(=O)c1c(C)noc1C
 : 3	3	0.2	0	-2	1	-7	2	-9	3
c1cnc2ccc(C(c3nnnn3C3CCCC3)N3CCN4CCCC4C3)cc2c1 (stereo not given)
 : 11	-31	-0.8	7	-5	4	-18	-6	13	12

Arranged by the number under Platelet DG rel (descending): 3 from the list above.
mol | AI-2 QS mod | KLF5 inh | HSF1 inh | HSP90 refold inh | Platelet DG rel | HSF-1 act | aSyn 5UTR inh
COc1ccc(C(C)=O)cc1COC(=O)c1c(C)noc1C | 3 | 3 | 0 | -2 | 1 | -9 | 3
COC(=O)c1cc(S(=O)(=O)NCC2CCN(Cc3ccc(Cl)cc3)CC2)c[nH]1 | 46 | -6 | 1 | -3 | -2 | 3 | -6
O=C1c2ccccc2NC(c2ccc(F)cc2)N1Cc1ccccc1 (stereo not given) | 33 | -33 | 9 | 2 | -5 | 8 | 4

The main list resumes with the four entries that preceded the break.
Under each structure: AI-2 QS mod	KLF5 inh	HIF act	HSF1 inh	HSP90 refold inh	Platelet DG rel	SKKanGAS inh	IEC-6 cytotox	HSF-1 act	aSyn 5UTR inh
CC(=O)Nc1ccc(S(=O)(=O)N/N=C/c2cccnc2)cc1
 : 14	-1	0.1	-7	2	10	3	-6	-5	-25
COc1ccc(C(C)=O)cc1COC(=O)c1c(C)noc1C
 : 3	3	0.2	0	-2	1	-7	2	-9	3
CC(=O)c1ccn(S(=O)(=O)c2ccccc2)c1
 : 12	-10	-0.1	-1	-2	2	24	-2	12	10
O=C1c2ccccc2NC(c2ccc(F)cc2)N1Cc1ccccc1 (stereo not given)
 : 33	-33	-1.9	9	2	-5	9	-2	8	4
CCOC(=O)N1CCN(C(=O)C2CCC(=O)N2C(C)C)CC1 (stereo not given)
 : 12	8	0.3	-4	-2	-7	3	0	-6	-2
CCc1ccc(N(CC(=O)NCC2CCCO2)C(=O)CCC(=O)Nc2nccs2)cc1 (stereo not given)
 : 18	-6	0.2	-6	-3	0	0	-5	-3	2
CCOc1cc(C(=O)N(C)CC(=O)Nc2cccc(F)c2)ccc1OCC(=O)N1CCOCC1
 : 13	.	-0.4	-3	.	-3	.	.	-8	-3
CN(C)S(=O)(=O)c1cccc(C(=O)OCC(=O)NCc2ccc3c(c2)OCO3)c1
 : -6	1	-0.6	0	3	-5	-3	5	17	-10
O=C(NCCCN1CCOCC1)c1cc2c(s1)CCCC2
 : 15	-18	1.2	-2	-2	10	1	-1	2	-25
CC(C)CNc1nc(N)c([N+](=O)[O-])c(NCc2ccccc2)n1
 : 9	-26	-1.7	18	0	-3	2	-3	36	77*
O=C(NCCCO)/C(=C\c1ccco1)NC(=O)c1ccc(Br)o1
 : 17	-16	-0.4	-2	-1	10	0	-1	2	-1
O=c1[nH]ncn1-c1ccccc1
 : 21	-21	-0.2	-6	-5	1	7	-7	13	19

Screening data as filed in PubChem BioAssay.
